Scp1 inh: Scp-1 phosphatase inhibitors, primary screen, biochemical, colorimetric, uHTS | Carboxy-terminal domain RNA polymerase II polypeptide A small phosphatase 1 (Homo … | Recombinant Scp1, phosphopeptide, malachite green phosphate absorbance | inhibition, % at 20 µM | 340,000 compounds, 0.88% hits | AID 493091, 2011;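 active = inhibition above about 50% at 20 µM, limit read from the data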;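 note: plate controls were DMSO wells with enzyme for no effect and wells lacking enzyme for full effect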
Target sequence (Q9GZU7 76-261 limits assumed): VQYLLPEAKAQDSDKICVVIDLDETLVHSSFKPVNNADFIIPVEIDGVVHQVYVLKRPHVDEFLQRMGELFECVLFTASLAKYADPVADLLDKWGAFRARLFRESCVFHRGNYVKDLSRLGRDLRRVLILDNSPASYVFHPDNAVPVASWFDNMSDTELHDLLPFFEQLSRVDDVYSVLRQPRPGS
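System: SCP-1 catalytic domain; Reagent: Phospho 17-mer peptide substrate; Doses: one concentration, 20 µM, with 1.0% DMSO; Incubation: 45 min room-temperature reaction, 5 min colour, 30 min stabiliser; Signal: Phosphate-binding colour reagent, absorbance read at 630 nm.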
NRP1-CendR mod: modulators of CendR peptide binding to NRP-1, primary screen, biochemical, fluorescence polarization, uHTS. Neuropilin-1 (Homo sapiens), O14786. inhibition, % at 25 µM. AID 602438, 2012. 360,000 compounds, 0.85% hits. FAM-RPARPAR peptide binding to NRP-1;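 active = inhibition or corrected inhibition above about 18%, plus a signal ratio from 0.5 to 1.5, limit read from the data, passing the limit was not always enough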; note: strong numbers were not always called active
MsrA act: bovine MsrA enzyme activators, primary screen, biochemical, absorbance, HTS; Methionine sulfoxide reductase A (Bos taurus); purified bovine MsrA, absorbance read-out; activation, % at 10.6 µM; 360,000 compounds, 0.3% hits; in the data active = activation above about 7.5%;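 note: 0% = vehicle and 100% = reference activator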
TbMetRS inhib: T. brucei MetRS inhibitors, primary screen, biochemical, luminescence. methionyl-tRNA synthetase (Trypanosoma brucei brucei). purified T. brucei MetRS, ATP depletion, Kinase-Glo luminescence. inhibition, % at 11.9 µM. 360,000 compounds, 0.4% hits. AID 624268, 2012;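 active = inhibition above a per-plate cutoff of the control wells' mean inhibition plus 3 SD, cut at about 5.5% in these data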;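 note: 0% = DMSO wells median and 100% = median of wells with control inhibitor compound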
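assay system = parasite MetRS enzyme | timing = 15 min preincubation, 2 h reaction, all 25 °C | evaluation = percent inhibition relative to median high and low control wells | medium = HEPES buffer containing pyrophosphatase, BSA, spermine, DTT | compound = single dose, 11.9 µM final nominal, 0.9% final DMSO | detection = Kinase-Glo luminescence, ATP depletion format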
MsrA inhibitor: bovine MsrA enzyme inhibitors, primary screen, biochemical, absorbance, HTS. inhibition, % at 15.5 µM. AID 651718, 2012. 360,000 compounds, 0.75% hits. Methionine sulfoxide reductase A (Bos taurus). purified bovine MsrA, absorbance read-out; in the data active = inhibition above about 4.5%;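 note: 0% = vehicle wells with enzyme and 100% = reference inhibitor wells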
DNMT1 block: human DNMT1 methyltransferase inhibitors, primary screen, biochemical, molecular beacon, fluorescence, HinP1I cleavage, uHTS | DNA (cytosine-5)-methyltransferase 1 (Homo sapiens), P26358 | inhibition (reported as % activation of signal), % at 10 µM | 360,000 compounds, 0.83% hits | AID 588458, 2011; in the data active = inhibition above about 50%
SUMO1 PPI mod: modulators of SUMO1 protein-protein interactions, primary screen, biochemical, uHTS. 360,000 compounds, 0.33% hits. AID 602429, 2012. inhibition, % at 20 µM. SUMO1 binding to a labelled peptide, TR-FRET, 1 h. Small ubiquitin-related modifier 1 (Homo sapiens), P63165; in the data active = inhibition above about 37%
Target sequence (P63165 whole entry, looked up): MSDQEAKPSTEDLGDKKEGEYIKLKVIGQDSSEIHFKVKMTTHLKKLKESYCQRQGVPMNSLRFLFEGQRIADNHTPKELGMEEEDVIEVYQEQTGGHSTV
eLon inh: inhibitors of E. coli Lon protease, primary screen, biochemical, fluorescence polarization; purified E. coli Lon protease; inhibition, % at 7.94 µM; 360,000 compounds, 0.42% hits; in the data active = inhibition above about 13%, passing the limit was not always enough;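 note: 0% = enzyme with probe and DMSO and 100% = no enzyme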
STEP inh: STEP phosphatase inhibitors, primary screen, biochemical, fluorescence intensity, uHTS. Tyrosine-protein phosphatase non-receptor type 5 (Homo sapiens), P54829. recombinant STEP, OMFP fluorogenic substrate. inhibition, % at 20 µM. 360,000 compounds, 0.25% hits;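 active = inhibition at 20 µM, scaled per plate between control wells, above about 37%, limit read from the data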;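 note: 0% = DMSO with enzyme and substrate and 100% = substrate only without enzyme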
Target sequence (P54829 whole entry, looked up): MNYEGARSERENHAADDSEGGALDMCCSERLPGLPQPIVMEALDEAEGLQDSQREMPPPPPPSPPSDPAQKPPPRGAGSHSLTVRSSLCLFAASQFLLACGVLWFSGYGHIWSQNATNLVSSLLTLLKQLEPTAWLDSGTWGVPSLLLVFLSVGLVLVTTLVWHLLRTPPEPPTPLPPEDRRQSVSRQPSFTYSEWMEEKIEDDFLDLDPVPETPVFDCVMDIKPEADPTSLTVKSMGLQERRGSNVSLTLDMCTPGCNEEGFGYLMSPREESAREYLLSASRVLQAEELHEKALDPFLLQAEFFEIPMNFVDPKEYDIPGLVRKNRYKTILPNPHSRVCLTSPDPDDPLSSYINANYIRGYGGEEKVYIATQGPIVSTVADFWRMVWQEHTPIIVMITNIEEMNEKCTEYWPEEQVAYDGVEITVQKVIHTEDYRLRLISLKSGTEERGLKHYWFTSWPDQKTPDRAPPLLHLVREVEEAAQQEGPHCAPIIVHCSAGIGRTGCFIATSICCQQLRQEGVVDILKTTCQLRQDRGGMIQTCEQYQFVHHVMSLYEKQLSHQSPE
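Material: STEP (striatal-enriched tyrosine phosphatase) enzyme, cell-free; Compound dosing: 20 µM single dose in 1% DMSO; Technique: fluorescence read at 480 nm ex / 540 nm em; Times: reaction 20 min, ambient temperature; Medium: 50 mM Bis-Tris pH 6.0 with 2.5 mM DTT and 0.005% Tween 20; Also added: OMFP at 25 µM.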
LMPTP block: LMPTP phosphatase inhibitors, primary screen, biochemical, fluorescence intensity, uHTS | inhibition, % at 20 µM | 360,000 compounds, 0.22% hits | Low molecular weight phosphotyrosine protein phosphatase (Homo sapiens), P24666 | recombinant LMPTP-A, OMFP fluorogenic substrate;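 active = compounds that cut the enzyme signal by at least half of the control window in the single-dose screen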;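 note: plate controls were DMSO wells with enzyme plus substrate for no effect and substrate without enzyme for full effect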
Target sequence (P24666 whole entry, looked up): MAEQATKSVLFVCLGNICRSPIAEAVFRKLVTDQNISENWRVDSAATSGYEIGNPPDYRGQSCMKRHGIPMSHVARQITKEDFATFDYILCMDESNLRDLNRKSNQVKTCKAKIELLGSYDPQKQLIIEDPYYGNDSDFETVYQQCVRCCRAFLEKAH
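Test system: LMPTP-A phosphatase enzyme. Amount: LMPTP-A at 0.625 nM final in the reaction. Reagent: OMFP substrate, 400 µM final. Times: 50 min at room temperature. Signal: endpoint fluorescence intensity from OMFP dephosphorylation. Read-out basis: % inhibition. Benchmarks: no-enzyme and uninhibited controls.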
* hit, by the source's call; i = inactive; · = not tested or not shown.

Start of the data: the first six records, ahead of the listing:
Every second line gives: Scp1 inh, NRP1-CendR mod, MsrA act, TbMetRS inhib, MsrA inhibitor, DNMT1 block, SUMO1 PPI mod, eLon inh, STEP inh, LMPTP block
FC(F)(F)c1cccc(OCc2nnc3n2CCC3)c1
    -7, -12, 2, -0.1, -0.2, 0, -5, -6, -1, -2.9
Cc1cccc(CSc2cccc3cccnc23)c1
    0, 4, 0, -0.7, 0.4, -28, -8, -2, -1, -0.3
COC(=O)c1ccc(-n2cncn2)c(F)c1
    -1, 0, -4, -0.2, 0.0, 1, 0, -11, -2, -1.0
Cc1nc2cccc(C(=O)NC3CCCCC3)c2o1
    0, -2, -2, -0.1, 1.7, 8, 1, 3, -2, 0.1
N#CC[C@H](Cc1ccccc1)N1CC[C@@H](NC(=O)OCc2ccccc2)CCC1=O
    -6, 14, -3, 0.2, 0.4, 4, -9, -6, -1, -1.8
Cc1ccc(N2C(=O)C(Cl)=C(N3CCOCC3)C2=O)cc1Cl
    -4, -8, -7, -0.7, -0.2, 10, -5, -6, 2, 1.1

The whole of this part, repeating the preview:
Every second line gives: Scp1 inh, NRP1-CendR mod, MsrA act, TbMetRS inhib, MsrA inhibitor, DNMT1 block, SUMO1 PPI mod, eLon inh, STEP inh, LMPTP block
FC(F)(F)c1cccc(OCc2nnc3n2CCC3)c1
    -7, -12, 2, -0.1, -0.2, 0, -5, -6, -1, -2.9
Cc1cccc(CSc2cccc3cccnc23)c1
    0, 4, 0, -0.7, 0.4, -28, -8, -2, -1, -0.3
COC(=O)c1ccc(-n2cncn2)c(F)c1
    -1, 0, -4, -0.2, 0.0, 1, 0, -11, -2, -1.0
Cc1nc2cccc(C(=O)NC3CCCCC3)c2o1
    0, -2, -2, -0.1, 1.7, 8, 1, 3, -2, 0.1
N#CC[C@H](Cc1ccccc1)N1CC[C@@H](NC(=O)OCc2ccccc2)CCC1=O
    -6, 14, -3, 0.2, 0.4, 4, -9, -6, -1, -1.8
Cc1ccc(N2C(=O)C(Cl)=C(N3CCOCC3)C2=O)cc1Cl
    -4, -8, -7, -0.7, -0.2, 10, -5, -6, 2, 1.1
CC(C)C[C@@H](NC(=O)[C@H]1CCCN1C(=O)Cc1ccccc1)C(N)=O
    -7, 3, 0, 0.4, -0.5, 1, 7, 2, 10, -2.3
O=C(Cc1ccccc1)NNC1CC(=O)N(c2ccc(Br)cc2)C1=O (stereo unspecified)
    -6, 12, -1, 0.6, -0.7, 2, 0, -3, -2, -0.6
CC(=O)NC(=O)COC(=O)c1ccc2ncsc2c1
    -1, 17, -4, -0.6, 0.9, -2, 2, 2, -2, 0.0
O=C(CSc1nc2ccccc2s1)N1c2ccccc2Sc2ccccc21
    -12, 6, -4, -0.2, 1.0, -6, 0, -2, -1, 3.5
O=C(NCC1CCCO1)c1[nH]c(C(F)(F)F)nc1-c1ccccc1 (stereo unspecified)
    ·, 24, -4, -0.3, -0.4, -5, 3, -13, -1, -1.4
CS/C(Nc1cc(Cl)ccc1Cl)=C(/C#N)C(=O)c1ccco1
    -9, -1, -5, 0.1, 5.0*, 3, 8, 2, 2, 1.9
CCCCSCc1ccc(C(=O)O)o1
    2, 3, -2, -0.3, -0.4, -10, 0, -5, 1, 1.0
CCn1cc(C(=O)NCc2cccs2)c(=O)c2ccc(C)nc21
    -5, 28*, -9, -0.5, -1.5, 3, -3, -3, -7, -0.9
COCCNC(=O)C1Nc2ccc(OC(F)(F)F)cc2C2C=CCC12 (stereo unspecified)
    -3, 13, -1, -0.3, -0.2, -11, 4, -5, 2, -0.8
COc1cc(-c2nn3c(-c4cccc(C)c4)nnc3s2)cc(OC)c1OC
    1, -7, -4, -0.3, 1.2, -29, 5, -5, -2, -1.6
C[C@]12c3[nH]c4ccc(Cl)cc4c3CCN1C(=O)[C@@H](CC(=O)NCCN1CCOCC1)C[C@@H]2C(=O)N1CCCCC1
    -4, 2, -1, -0.5, -0.1, 5, 1, -5, 2, -8.4
COc1cc(N2CCCC2)c(OC)cc1/C=C1/NC(=S)NC1=O
    4, 121, -4, 0.5, 0.0, -16, -25, i, -16, 8.3
CCOC(=O)C1CCN(c2cc3c(cc2NC(=O)c2ccc(OC)c(OC)c2)n(C)c(=O)n3C)CC1
    -2, 5, -1, 0.0, 0.5, 11, 18, -14, -1, 2.1
O=c1c2c(ncn2C2CCCC2)n(Cc2ccccc2)c(=O)n1CCOc1ccccc1
    -10, 3, -2, 1.1, -1.2, -6, 2, -10, 8, 1.1
CCOc1ncccc1C(=O)OCc1cn2cc(Cl)ccc2n1
    -1, 8, -2, -0.6, 1.1, -1, 0, 8, 2, 0.7
O=C(CSc1nnc2ccccn12)N1CCc2ccccc21
    -5, -2, -5, -0.3, -1.6, 0, 0, -2, 1, -1.8
Cc1cccc2cc(CN(Cc3ccccc3)C(=O)N(C)C)c(=O)[nH]c12
    11, -7, -9, -0.8, 0.6, 5, 0, -1, 0, 1.6
N#Cc1c(NC(=O)c2cccnc2)sc2c1CCC2
    -2, 2, -6, 0.6, 0.8, 8, 6, -6, -1, 0.2
COCCn1c(SCC(=O)Nc2ccccc2OC)nc2c(oc3ccccc32)c1=O
    -4, 8, -12, -2.0, 0.5, 4, 2, 6, 0, 0.4
O=C(Oc1ccccc1)c1cccc(COC(=O)c2cnccn2)c1
    -6, 0, -12, -1.4, 0.3, 0, 0, 7, -5, -0.3
Cc1cccc(NC(=O)CN2C(=O)N/C(=C\c3ccccc3OCc3ccc(C(=O)O)cc3)C2=O)c1
    85*, -22, -7, 0.8, 3.0, 0, -18, 11, 18, 5.8
CCCCCc1cc(=O)[nH]c(=S)[nH]1
    -1, -6, 5, -0.5, -0.8, 3, -1, -2, 3, -0.4
NC(=O)Nc1ccc(Cl)cc1
    -10, 7, -3, -0.5, -1.3, 2, 3, -1, 4, -1.1
Cc1ccc2nc(-c3cccc(Br)c3)cc(C(=O)NC3CC3)c2c1
    -2, -1, 0, 0.6, -0.5, 2, -3, -8, 1, 0.0
CCOc1cc(-c2c(C#N)c(N)nc3c2CCCC3C)ccc1O (stereo unspecified)
    -7, -2, -4, -0.4, 1.7, -12, 1, 3, -2, 1.6
CC1C(=O)C(C)C(c2ccc(Br)cc2)NC1c1ccc(Br)cc1 (stereo unspecified)
    -1, 5, -3, -1.1, -0.4, -4, 0, 1, 4, 2.6
CCC1CCCCN1CCCNC(=O)Cn1cnc2sc(C)c(S(=O)(=O)N3CC(C)CC(C)C3)c2c1=O (stereo unspecified)
    -7, -19, 0, 0.0, ·, -1, -27, -8, 0, -1.1
O=C(c1ccc(Cl)cc1)c1coc2ccc(O)cc12
    -5, -8, -3, -0.5, -0.1, -11, -2, 13, 0, -1.0
CC(C)CN(C(=O)COc1ccc(C(C)(C)C)cc1)C1CCS(=O)(=O)C1 (stereo unspecified)
    -3, 2, -1, -0.2, 0.3, -1, 3, -13, 1, 0.6
CC(C)OC(=O)C1=C(N)N2C(=O)CSC2=C(C(=O)OC(C)C)C1
    -10, -39, -2, -0.5, 0.3, 8, -1, -19, 0, -1.3
CCNC(=O)CN1C(=O)NC2(CCCCCC2)C1=O
    -2, -4, -5, -1.4, 0.5, 0, -3, 2, -4, -1.9
CCN(Cc1ccncc1)C(=O)c1ccccc1NS(=O)(=O)c1ccc(Br)cc1
    1, -9, -5, -0.6, -0.7, 2, 0, -9, -3, -1.7
COC(=O)/C=C1\S/C(=N/N=C/c2ccccc2)NC1=O
    -8, -1, -3, -0.2, 0.7, -2, -17, 7, 4, -1.0
O=C(CN1CCN(S(=O)(=O)c2ccc(Cl)s2)CC1)NCc1ccc(Cl)cc1
    0, 8, 1, -0.7, -1.7, -5, 4, -4, 0, -0.5

Continued:
| compound | Scp1 inh | NRP1-CendR mod | MsrA act | TbMetRS inhib | MsrA inhibitor | DNMT1 block | SUMO1 PPI mod | eLon inh | STEP inh | LMPTP block |
| --- | --- | --- | --- | --- | --- | --- | --- | --- | --- | --- |
| CCOC(=O)N1CCN(C(=O)Nc2ccc(Cl)cc2)CC1 | 3 | 7 | -5 | 0.0 | -0.6 | 2 | 12 | -5 | -6 | -0.7 |
| CCOC(=O)/C=C1\SCC(=O)N1CC(O)CN1C(=O)CS/C1=C/C(=O)OCC (stereo unspecified) | 2 | -9 | -9 | -0.5 | 0.2 | -7 | 0 | 1 | -1 | 1.0 |
| CCC(CC)C(=O)Nc1ccc(S(=O)(=O)Nc2nccs2)cc1 | -3 | 13 | -1 | -0.5 | 1.6 | 2 | 0 | -9 | -2 | 0.0 |
| O=C(CCN1CCOCC1)NNC(=S)NC(=O)c1ccccc1 | -8 | 8 | 4 | 0.1 | 1.6 | 0 | -1 | -2 | 3 | -1.0 |
| COc1ccccc1N(C)S(=O)(=O)c1ccc(C(=O)Nc2ccc(C(N)=O)cc2)cc1 | -5 | 6 | -1 | 0.1 | -0.2 | -1 | 4 | -7 | 0 | 0.9 |
| Cc1cccc(N2C(=O)CN(Cc3sccc3C)C2=S)c1 | -6 | 12 | -8 | -1.7 | -0.3 | 0 | -1 | 0 | 1 | -0.9 |
| Cc1ccc(C(=O)NNS(=O)(=O)c2ccc(F)cc2)cc1 | 43 | -5 | -2 | 0.1 | 2.5 | -6 | 4 | 6 | 2 | -0.6 |
| COc1cc(NC(=O)c2ccccc2C)c(OC)cc1NC(=O)CN1CCOCC1 | -9 | 4 | 0 | -0.5 | 0.8 | -6 | 0 | -2 | 2 | -0.3 |
| O=C1c2oc3ccccc3c(=O)c2C(c2cccc(O)c2)N1c1ccccn1 (stereo unspecified) | 4 | -11 | -8 | -0.5 | -0.1 | 0 | -26 | 1 | -1 | 0.5 |
| Cc1c(C(=O)NCC2CCCO2)oc2ccccc12 (stereo unspecified) | -3 | 7 | -4 | -0.2 | 1.0 | 9 | 2 | -1 | -4 | -0.7 |
